ssDAF-12 act: S. stercoralis DAF-12 nuclear receptor activators, primary screen, cell-based, luminescence, HEK293, GRIP1 co-expression, lit1-tk-luc | Nuclear hormone receptor DAF-12 (Strongyloides stercoralis) | HEK293 ssDAF-12/GRIP1 lit1-tk-luc reporter; % of 3 µM dafachronic acid response | activation, % at 6.8 µM | 370,000 tested, 1% active;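 active means activation above the mean over all tested compounds plus 3 SD, cut at about 0.9% in these data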;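 further: 0% = DMSO-only wells and 100% = 3 µM delta7-dafachronic acid wells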
ADAM10 inh: human ADAM10 inhibitors, primary screen, biochemical, QFRET, HTS | Disintegrin and metalloproteinase domain-containing protein 10 (Homo sapiens), O14672 | recombinant ADAM10, EDANS/DABCYL FRET peptide cleavage, 3 h | inhibition, % at 7 µM | 370,000 tested, 0.62% active;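 active means inhibition above a per-campaign cutoff equal to the mean of compounds falling between control-based bounds plus 3 SD, cut at about 20% in these data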;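 further: 0% = DMSO wells while the 100% control is not disclosed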
Target sequence (O14672 214-748 limits assumed): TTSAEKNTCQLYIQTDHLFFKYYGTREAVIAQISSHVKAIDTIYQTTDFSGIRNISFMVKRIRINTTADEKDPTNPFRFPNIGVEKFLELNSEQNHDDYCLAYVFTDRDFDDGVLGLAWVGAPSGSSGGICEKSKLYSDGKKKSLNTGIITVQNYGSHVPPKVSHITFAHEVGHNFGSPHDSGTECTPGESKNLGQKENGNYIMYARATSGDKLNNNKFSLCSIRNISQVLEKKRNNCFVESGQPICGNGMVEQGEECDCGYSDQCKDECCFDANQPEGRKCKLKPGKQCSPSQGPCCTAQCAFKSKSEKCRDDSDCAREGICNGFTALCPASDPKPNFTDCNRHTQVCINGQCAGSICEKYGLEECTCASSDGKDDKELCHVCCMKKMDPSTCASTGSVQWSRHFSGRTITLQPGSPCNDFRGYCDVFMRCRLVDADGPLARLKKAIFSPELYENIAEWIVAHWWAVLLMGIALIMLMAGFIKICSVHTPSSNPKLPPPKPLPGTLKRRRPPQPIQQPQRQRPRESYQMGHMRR
NPR2 activator: human GC-B receptor activators, primary screen, HEK293 GC-B cells, cGMP TR-FRET, EC30 CNP | Atrial natriuretic peptide receptor 2 (Homo sapiens), P20594 | AID 1920062, 2024 | 0% at EC30 CNP, 100% saturating CNP | activation, % at 10 µM | 370,000 tested, 0.11% active;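 active means activation at 10 µM reaching about 35% in either raw or pattern-adjusted values, limit read from the data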
FXN GAA850 act: FXN promoter activators, primary screen, cell-based, luciferase luminescence, HEK293 lucGAA850. activation, % at 6 µM. HEK293 lucGAA850 FXN promoter luciferase reporter, 24 h; percent of 10 µM SAHA response. AID 540364, 2011. 360,000 tested, 0.56% active;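 active means activation above the average of all compounds screened plus 3 SD, cutoff fixed separately per campaign, cut at about 7.5% in these data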;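 further: 0% = DMSO wells and 100% = 10 µM SAHA wells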
DAX1 inh-1: DAX1 (NR0B1) inhibitors on StAR promoter, primary screen, cell-based, luminescence, SF-1 (NR5A1), full-length DAX-1; HEK293T StAR-luciferase reporter, SF-1/DAX-1 repression relief; inhibition, % at 6.8 µM; AID 652010, 2013; 370,000 tested, 1.1% active;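 active means inhibition above the mean over all tested compounds plus 3 SD, cut at about 3.6% in these data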;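 further: 0% = DAX-1 cells with DMSO and 100% = cells lacking DAX-1 with DMSO; higher inhibition means more luminescence from relief of DAX-1 repression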
GC-A act: GC-A stimulated cGMP production enhancers – HEK293 GC-A cells, cGMP TR-FRET, EC30 ANP, primary screen; Atrial natriuretic peptide receptor 1 (Homo sapiens), P16066; 0% at EC30 ANP, 100% saturating ANP; activation, % at 10 µM; 370,000 tested, 0.14% active; AID 1671463, 2021; in the data active means activation above about 40%
DAX1 inh-2: DAX1 (NR0B1) inhibitors, primary screen, cell-based, HEK293, Gal4-DAX1, luciferase luminescence | 340,000 tested, 0.99% active | inhibition, % at 6.75 µM | AID 504766, 2011 | HEK293 Gal4-DAX1 luciferase reporter;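 active means inhibition above the mean over all tested compounds plus 3 SD, cut at about 4.2% in these data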;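 further: 0% = DAX1-transfected cells with DMSO and 100% = empty-vector control cells with DMSO; inhibition shows as a rise in luminescence from relieved DAX1 repression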
Target sequence (P51843 207-470 limits assumed): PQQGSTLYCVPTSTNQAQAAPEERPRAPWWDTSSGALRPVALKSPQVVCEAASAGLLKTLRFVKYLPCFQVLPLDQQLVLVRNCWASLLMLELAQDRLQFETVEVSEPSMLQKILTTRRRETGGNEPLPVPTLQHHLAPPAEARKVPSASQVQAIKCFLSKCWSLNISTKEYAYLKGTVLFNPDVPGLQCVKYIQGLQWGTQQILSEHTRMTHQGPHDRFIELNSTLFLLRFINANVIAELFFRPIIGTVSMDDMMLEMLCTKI
hcDAF-12 act: H. contortus DAF-12 nuclear receptor activators, primary screen, cell-based, luminescence, HEK293, lit1-tk-luc reporter; HEK293 hcDAF-12 lit1-tk-luc reporter; 0% DMSO, 100% Δ7-dafachronic acid; activation, % at 6.8 µM; 370,000 tested, 1.4% active; AID 652067, 2013;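 active means activation above the mean of all tested compounds plus 3 SD, cut at about 5.5% in these data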;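 further: 100% = response to 3 µM Δ7-dafachronic acid high control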
hgDAF-12 ag: H. glycines DAF-12 receptor agonists, primary screen, cell-based, luminescence, HEK293, GAL4 fusion, UAS-luciferase; HEK293 GAL4-hgDAF12 UAS-luciferase reporter, agonist luminescence; normalized to butyrate control; Nuclear hormone receptor DAF-12 (Heterodera glycines), GAL4 fusion; 370,000 tested, 1.8% active; activation, % at 6.8 µM;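 active means activation above a cutoff set at the mean of all screened compounds plus 3 SD, cut at about 10% in these data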;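 further: 0% = DMSO wells and 100% = sodium butyrate wells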
sPLA2-III inh: human group III sPLA2 inhibitors, primary screen, biochemical, QFRET, BODIPY PC-A2 liposome substrate; Group 3 secretory phospholipase A2 (Homo sapiens), Q9NZ20; QFRET BODIPY PC-A2 liposome hydrolysis, fluorescence; inhibition, % at 12.2 µM; 370,000 tested, 0.56% active; AID 743126, 2013;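 active means inhibition above mean plus 3 SD of compounds lying within the high and low control bounds, cut at about 19% in these data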;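 further: 0% = median of test compound wells and 100% = no enzyme DMSO wells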
SMARCA2 act: SMARCA2 (BRM) function activators, primary screen, cell-based, luminescence, high throughput; MG213 cells, MMTV-luciferase reporter, dexamethasone, overnight; activation, % at 9.1 µM; 370,000 tested, 1% active; in the data active means activation above about 7.8%;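 further: 0% = vehicle wells and 100% = reference activator wells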
An asterisk follows results filed as active; nt = no result given.

SMILES	ssDAF-12 act	ADAM10 inh	NPR2 activator	FXN GAA850 act	DAX1 inh-1	GC-A act	DAX1 inh-2	hcDAF-12 act	hgDAF-12 ag	sPLA2-III inh	SMARCA2 act
CC(NC(=O)Nc1ccc(F)cc1)C(c1cccs1)N1CCCC1 (configuration not stated)	-1.3	2	-3	-0.2	-0.5	0	0.3	-1.6	-1.0	-1	1
Cc1ccc2oc(C(=O)NCC(c3ccco3)N3CCCC3)c(C)c2c1 (configuration not stated)	-0.2	-9	-2	2.9	0.2	0	0.0	3.9	3.4	-15	-1
COc1ccc(/C=C2\SC(=S)N(CCC(=O)N(CCO)Cc3ccccc3)C2=O)cc1OC	-1.4	0	5	0.6	0.1	1	-2.0	-1.7	-2.0	-5	-2
COc1cccc(CNn2c(-c3cccc(C)c3)nc3ccccc3c2=O)c1O	-2.3	4	-1	-0.2	-1.0	2	-1.0	-2.1	0.0	-15	-1
COC(=O)[C@H](Cc1c[nH]c2ccccc12)NC(=O)NCc1ccc(OC)cc1	-1.0	5	2	-0.5	-0.1	-3	-0.7	-1.0	-2.0	-64	5
Cc1cc(C)c2oc(-c3ccc(Cl)c(NC(=O)c4ccc(C#N)cc4F)c3)nc2c1	0.5	-3	3	2.8	0.1	0	1.4	6.6*	0.9	-5	4
O=C(COC(=O)CNC(=O)c1ccccc1)Nc1ccc(S(=O)(=O)N2CCOCC2)cc1	-1.1	2	2	-0.5	-0.8	0	1.1	0.5	0.0	-1	-3
CC(/C=C/c1ccccc1)=N\NC(=O)Cn1cncn1	-1.3	15	-3	1.4	0.3	2	0.8	-1.9	-0.5	0	-6
O=C(Nc1ccc2c(c1)N(S(=O)(=O)c1cccs1)CCC2)c1c(F)cccc1F	-0.5	8	3	1.2	-1.6	0	-0.7	-0.4	-2.2	-3	-3
CCOc1ccccc1NC(=O)N1CCC(NC(=O)c2ccccc2C)CC1	-0.9	-6	2	-1.4	-0.2	-1	0.6	-0.7	2.0	1	-2
O=C(Nc1ccccc1)c1nsnc1C(=O)Nc1ccccc1	-0.7	-2	-12	3.3	-0.6	1	0.5	-1.8	-2.1	-3	0
O=C(NC(=S)Nc1ccc(N2CCOCC2)cc1)c1cncc(Br)c1	-1.1	10	-2	-0.6	-0.2	-3	-0.4	-0.4	-0.5	7	-4
Cc1cc(C)c(S(=O)(=O)Nc2ncn[nH]2)c(C)c1	-1.2	3	2	0.2	1.3	0	0.3	-1.8	-1.4	3	6
CN(C)c1ccnc(C(=O)O)c1	-1.3	-1	-3	0.7	0.0	0	-0.4	-0.5	-1.6	2	0
COC(=O)c1cc(C(=O)N2CCN(c3ncccn3)CC2)cc([N+](=O)[O-])c1	-0.8	2	-5	2.7	0.0	-2	0.7	-1.1	0.0	-3	-2
CSCC[C@H](NC(=O)OC(C)(C)C)c1nnc(SCc2ccc(F)cc2)o1	-1.7	8	-3	1.4	-1.6	0	-0.5	-2.3	-4.7	-7	-1
Cc1cc(Cl)ccc1NC(=S)NCC(O)c1ccccc1 (configuration not stated)	-1.6	5	-5	3.5	0.2	5	0.7	-2.3	0.6	9	-1
CCCCN(CC)CCCNC(=O)C1c2ccccc2C(=O)N(C)C1c1cn(C)c2ccccc12 (configuration not stated)	-0.3	-2	-6	-4.0	0.3	-4	-1.1	3.8	0.0	-2	-3
COCC(C)NS(=O)(=O)c1ccc(C(=O)NCCCn2ccc3ccccc32)cc1 (configuration not stated)	-1.0	10	-6	0.8	0.1	-4	-1.2	-0.3	-3.8	-25	-4
CS(=O)(=O)Nc1ccc(C(=O)N2CCN(c3ccccc3)CC2)cc1	-0.5	1	-5	0.3	-0.3	-1	1.8	-0.9	2.0	8	1
COc1ccc(Cl)cc1-c1noc([C@@H]2O[C@H](CO)[C@@H](O)[C@H]2O)n1	-1.4	-10	1	0.7	1.3	1	nt	-1.3	0.4	4	-1
Cc1ccc(C(=O)N/N=C\c2cccnc2)s1	-0.8	0	3	4.8	-0.1	0	0.0	1.5	1.2	3	1
CCOc1ccc(S(=O)(=O)NCCC(=O)N2CCCC(C)C2)cc1 (configuration not stated)	-0.9	-5	-7	-0.2	0.2	3	0.3	-1.4	-1.6	-2	0
COc1ccc(CCNC(=O)CN(c2ccc(OC)cc2)S(C)(=O)=O)cc1	-0.6	2	-7	-0.3	0.2	-1	6.4*	-0.3	-0.9	-3	0
Cc1cccc(C)c1-n1nnnc1C1(C)CCC(=O)N1CC(F)(F)F (configuration not stated)	-0.3	-19	4	nt	1.5	1	nt	-1.0	-2.4	16	-2
N=c1sccn1CC(=O)Nc1ccc([N+](=O)[O-])cc1Cl	-0.8	-1	3	0.6	-1.1	3	0.7	-1.9	0.7	13	-2
COc1ccc(NC(=O)c2cccc3cccnc23)cc1S(N)(=O)=O	-1.2	-1	-5	3.5	-0.4	-3	0.1	-1.0	-1.6	0	1
O=C(CCCCCN1C(=O)c2cccc3cccc(c23)C1=O)NCc1ccco1	-1.8	-35	-3	-0.5	-0.4	-2	nt	-2.6	1.0	1	-1
O=C(CSc1nnc(-c2ccncc2)n1C1CC1)c1cccs1	-1.1	-6	-1	-0.8	1.4	-2	1.4	-1.7	0.9	0	-1
C#CCN1C(=O)C(O)(CC(=O)c2ccc(OC)c(OC)c2)c2ccccc21 (configuration not stated)	-0.7	-6	0	-3.5	-0.5	3	-1.5	-0.5	1.9	2	-3
Cc1ccc(/C=N/NC(=O)CC2N=C(Cc3ccccc3)NNC2=O)cc1 (configuration not stated)	-1.6	3	1	2.6	-0.2	-1	-0.3	-0.7	-0.1	-4	-1
CN1C2CCC1CC(NC(=O)CSCc1ccc(Cl)cc1Cl)C2 (configuration not stated)	-1.4	-8	0	0.7	-0.4	1	1.0	0.6	-1.0	-11	3
O=C(Nc1nccs1)C1CCCCN1S(=O)(=O)c1ccccc1 (configuration not stated)	-1.7	-4	0	-0.7	-0.5	1	1.2	-1.3	-0.9	-3	-1
CCCCOCCCNC(=O)C[C@@H]1C[C@@]2(C(=O)OCC)CCC=C2N(Cc2ccco2)C1=O	0.0	3	8	nt	0.7	4	nt	-1.1	-1.4	-7	0
Cn1c(=O)c2c(nc(SCC(=O)c3ccc(F)cc3)n2C)n(C)c1=O	-1.6	-2	-1	2.3	1.5	3	-0.2	-1.1	0.4	-10	-2
COc1ccc(CNC2CC(C)N(C)CC2C)cc1OC (configuration not stated)	-1.0	1	0	1.0	0.6	3	0.9	0.9	0.2	0	0
NCC(=O)c1cccc2ccc[n+]([O-])c12	-0.7	4	-2	0.2	0.0	3	1.4	-2.0	0.6	4	0
O=C(Nc1cc(S(=O)(=O)N2CCCC2)ccc1Cl)c1ccncc1	-1.0	-12	2	1.5	0.3	-2	-0.2	0.7	-2.2	6	-2
Cc1cc(OCC(=O)NC(C)C)ccc1Cl	-0.7	-5	4	-0.2	0.5	0	0.2	-2.2	-2.3	6	-3
COc1cc(C)ccc1OCCOCCOc1ccccc1Br	-1.7	3	-6	2.1	-0.3	-5	-0.3	0.2	1.6	-8	2
Cc1nc(CNS(=O)(=O)c2ccc(Oc3ccccc3)cc2)cs1	-2.1	12	3	-2.5	-3.1	1	-3.6	-3.8	-3.1	-15	-4
CCOC(=O)C(C)Sc1ncnc2c1c(-c1ccccc1)cn2-c1ccc(OC)cc1 (configuration not stated)	-0.9	-1	4	1.1	-0.1	1	-0.6	-1.0	2.6	1	-4
Cc1ccc(S(=O)(=O)NC2c3cccc4cccc(c34)C2Sc2nc(C)cc(C)n2)cc1 (configuration not stated)	1.4*	20*	-7	6.3	-0.2	-10	-1.6	0.1	-0.6	6	-2
Cc1ccc(N2CCC3CC2c2cc(-c4ccc(C(F)(F)F)cc4)ccc23)cc1 (configuration not stated)	-0.4	2	3	-0.9	1.1	-2	1.4	-0.5	-2.1	2	-1
CC(=O)c1ccc(S(=O)(=O)Nc2ccc(C(=O)NCC(c3cccs3)N3CCOCC3)cc2)cc1 (configuration not stated)	-0.5	-9	0	-0.3	-0.6	4	-0.1	-1.0	0.9	2	-2
Cc1cc(C)cc(NC(=O)/C=C/c2ccc([N+](=O)[O-])s2)c1	-1.2	13	1	8.7*	-1.9	-3	-0.1	-2.3	-4.2	2	8.8*
OCCC1CN(CCCn2cccn2)CCN1Cc1ccccc1 (configuration not stated)	-1.3	2	-2	0.8	-0.1	0	2.1	0.2	-0.6	2	4
CCCCOc1cc(CC2CNC(=O)N2)ccc1OC (configuration not stated)	-0.5	-8	-3	0.7	-1.5	3	0.3	-0.7	-1.8	6	-2
NS(=O)(=O)c1ccc(NC(=O)COC(=O)COc2ccc(Cl)cc2)cc1	-1.7	-3	-3	-1.0	-0.2	-4	2.2	0.0	-0.1	-7	1
NCC12CC3CC(C1)CC(CN)(C3)C2	-0.3	7	3	-1.8	-0.1	-3	-0.4	-0.7	-0.5	1	-4
O=C(NCCN1CCCCC1)Nc1cccc(F)c1	-0.4	8	6	-2.1	0.3	0	-0.2	4.4	0.0	-4	4
CCCOc1ccc(C(=O)N2CCCC2C(=O)O)cc1 (configuration not stated)	-0.6	3	-1	-0.8	0.4	-1	-0.7	-1.4	1.2	3	-3
Cc1noc(C)c1S(=O)(=O)NC(=O)C1(C)CCN1C(=O)C1(c2ccc(Cl)cc2)CCC1 (configuration not stated)	-1.2	-4	3	-0.8	1.4	5	nt	2.2	2.8	-3	0

Laid out differently: results already given.
| molecule | ssDAF-12 act | ADAM10 inh | NPR2 activator | FXN GAA850 act | DAX1 inh-1 | GC-A act | DAX1 inh-2 | hcDAF-12 act | hgDAF-12 ag | sPLA2-III inh | SMARCA2 act |
| --- | --- | --- | --- | --- | --- | --- | --- | --- | --- | --- | --- |
| CCCOc1ccc(C(=O)N2CCCC2C(=O)O)cc1 (configuration not stated) | -0.6 | 3 | -1 | -0.8 | 0.4 | -1 | -0.7 | -1.4 | 1.2 | 3 | -3 |
| Cc1noc(C)c1S(=O)(=O)NC(=O)C1(C)CCN1C(=O)C1(c2ccc(Cl)cc2)CCC1 (configuration not stated) | -1.2 | -4 | 3 | -0.8 | 1.4 | 5 | nt | 2.2 | 2.8 | -3 | 0 |
